# Cav32 inh = inhibitors of human Cav3.2 T-type calcium channel; 100,000 compounds, 4% hits; B-score at 10 µM; Cav3.2-expressing cells, Fluo-4 calcium fluorescence FDSS; stronger effect = lower value;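 active means single-dose well whose peak fluorescence ratio is a statistical outlier from its plate by either plate-standardised score or position-corrected B-score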
# Target sequence (O95180 whole entry, looked up): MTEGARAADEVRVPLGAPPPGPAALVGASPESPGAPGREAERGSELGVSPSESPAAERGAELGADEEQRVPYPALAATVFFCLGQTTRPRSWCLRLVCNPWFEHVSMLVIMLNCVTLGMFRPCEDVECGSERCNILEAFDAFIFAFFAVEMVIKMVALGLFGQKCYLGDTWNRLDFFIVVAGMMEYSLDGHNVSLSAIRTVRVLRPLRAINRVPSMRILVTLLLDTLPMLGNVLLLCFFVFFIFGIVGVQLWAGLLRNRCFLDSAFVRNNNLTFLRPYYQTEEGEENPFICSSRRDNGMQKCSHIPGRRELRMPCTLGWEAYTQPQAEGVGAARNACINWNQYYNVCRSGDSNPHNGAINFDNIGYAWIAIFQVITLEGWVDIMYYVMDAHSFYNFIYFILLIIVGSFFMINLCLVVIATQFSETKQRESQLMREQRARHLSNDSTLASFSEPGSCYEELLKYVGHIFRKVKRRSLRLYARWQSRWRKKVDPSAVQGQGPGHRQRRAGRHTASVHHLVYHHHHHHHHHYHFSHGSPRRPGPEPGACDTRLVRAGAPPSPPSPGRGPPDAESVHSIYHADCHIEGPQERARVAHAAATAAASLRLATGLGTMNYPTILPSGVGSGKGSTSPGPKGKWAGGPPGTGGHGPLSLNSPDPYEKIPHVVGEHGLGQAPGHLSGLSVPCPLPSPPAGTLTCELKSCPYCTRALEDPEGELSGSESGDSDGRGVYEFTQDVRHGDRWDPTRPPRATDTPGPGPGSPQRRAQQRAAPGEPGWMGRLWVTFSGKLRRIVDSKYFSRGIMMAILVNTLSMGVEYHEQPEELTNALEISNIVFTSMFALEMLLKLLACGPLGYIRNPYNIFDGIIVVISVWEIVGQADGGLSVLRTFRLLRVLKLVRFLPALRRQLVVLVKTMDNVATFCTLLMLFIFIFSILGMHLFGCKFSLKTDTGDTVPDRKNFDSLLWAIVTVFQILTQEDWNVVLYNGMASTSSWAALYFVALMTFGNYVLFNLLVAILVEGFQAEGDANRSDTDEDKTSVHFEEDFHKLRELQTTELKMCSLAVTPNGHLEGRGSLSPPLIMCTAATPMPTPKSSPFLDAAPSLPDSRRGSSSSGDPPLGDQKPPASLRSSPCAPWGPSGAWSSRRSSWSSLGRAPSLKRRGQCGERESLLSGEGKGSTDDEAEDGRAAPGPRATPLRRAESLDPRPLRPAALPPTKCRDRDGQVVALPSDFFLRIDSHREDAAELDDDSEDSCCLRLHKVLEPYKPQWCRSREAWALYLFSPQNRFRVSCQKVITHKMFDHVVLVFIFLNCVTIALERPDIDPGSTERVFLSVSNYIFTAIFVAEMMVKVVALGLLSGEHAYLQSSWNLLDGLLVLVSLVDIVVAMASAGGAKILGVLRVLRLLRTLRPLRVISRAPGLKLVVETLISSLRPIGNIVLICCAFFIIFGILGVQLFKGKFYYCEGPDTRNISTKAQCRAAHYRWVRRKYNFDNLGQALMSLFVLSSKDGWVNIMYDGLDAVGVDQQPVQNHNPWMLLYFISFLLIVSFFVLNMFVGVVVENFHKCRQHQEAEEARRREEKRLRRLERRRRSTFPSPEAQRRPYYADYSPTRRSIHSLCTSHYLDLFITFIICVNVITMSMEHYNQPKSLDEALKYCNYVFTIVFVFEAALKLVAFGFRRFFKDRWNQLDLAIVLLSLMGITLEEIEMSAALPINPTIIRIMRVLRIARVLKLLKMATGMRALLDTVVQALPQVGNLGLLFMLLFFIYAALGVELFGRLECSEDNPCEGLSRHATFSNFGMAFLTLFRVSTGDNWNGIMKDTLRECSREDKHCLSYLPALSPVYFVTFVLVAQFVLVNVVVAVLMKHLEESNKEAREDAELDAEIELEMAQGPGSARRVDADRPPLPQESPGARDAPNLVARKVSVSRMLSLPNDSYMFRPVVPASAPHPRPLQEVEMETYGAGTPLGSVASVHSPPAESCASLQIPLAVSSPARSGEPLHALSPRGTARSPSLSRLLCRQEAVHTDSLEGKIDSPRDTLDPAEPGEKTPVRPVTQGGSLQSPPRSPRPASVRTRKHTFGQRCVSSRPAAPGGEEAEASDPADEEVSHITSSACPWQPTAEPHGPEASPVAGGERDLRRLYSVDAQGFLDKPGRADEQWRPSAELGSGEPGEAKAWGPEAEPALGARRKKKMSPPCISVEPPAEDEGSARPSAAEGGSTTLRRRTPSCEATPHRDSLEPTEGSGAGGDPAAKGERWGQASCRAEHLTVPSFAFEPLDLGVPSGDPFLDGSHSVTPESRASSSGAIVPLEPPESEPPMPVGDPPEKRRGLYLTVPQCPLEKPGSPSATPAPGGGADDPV
# Starred values were filed as active, the others as inactive.
Molecule | Cav32 inh
Cc1nnc(SCC(=O)Nc2ncc3c(n2)CCCC3=O)s1 | 0.094
CC(C)=CC(=O)Nc1ccccc1Br | -0.32
Cn1c(CCN2CCCCC2)nc2cc(NS(=O)(=O)c3ccc(F)cc3)ccc21 | 0.18
COc1ccc2c(c1)c1c(n2C(C)=O)C(OC(C)=O)=NCC1 | -0.0075
COc1cc(NC(C)C(=O)N2CC(C)OC(C)C2)cc(OC)c1 (stereo not given) | -0.037
Cc1ccc(NC(=O)CCn2cnc3cc(C)c(C)cc32)cc1 | -1.2
Cc1cc(NC(=O)CSc2nnc3c(C)cc4cc(C)c(C)cc4n23)no1 | -0.36
O=C(O)c1c[nH]ccc1=O | -0.9
CC(NC(=O)c1ccc2c(c1)OCCO2)C(=O)O (stereo not given) | 0.95
COCCn1c(=S)[nH]c2cc(OC)c(OC)cc2c1=O | 0.67
CCOC(=O)C1=C(C)NC(=O)NC1c1ccc(OCC(=O)Nc2ccccc2)c(OC)c1 (stereo not given) | -1.9
COc1ccccc1C(=O)NC(C)c1ccccc1 (stereo not given) | -0.076
Cc1cc(=O)n(C)c(=O)n1CCCCCN1CCCC1 | -0.12
CN(C)CCCNC1CS(=O)(=O)CC1O (stereo not given) | 0.8
O=C(O)CC(NS(=O)(=O)c1cccc2nsnc12)c1ccc(F)cc1 (stereo not given) | 0.41

# Next section.
Molecule | Cav32 inh
COc1ccc(CCNC(=O)CN2CCN(c3cccc(C(F)(F)F)c3)CC2)cc1 | -3.6
COc1ccc(N(CC(=O)N2CCCC(C)C2)S(=O)(=O)c2c(C)nn(C)c2C)cc1 (stereo not given) | 0.12
CC1(c2nnc(-c3ccccc3)o2)CC(c2cccnc2)=NO1 (stereo not given) | 0.046
Cc1ccc(Cn2ncc3c(N4CCN(c5ccccc5C)CC4)ncnc32)cc1 | -5.6*
O=C(CSc1ccc2nnc(-c3ccncc3)n2n1)Nc1ccc2c(c1)OCCO2 | -0.09
CCCCCC(=O)N(CN1C(=O)CCC1=O)c1ccccc1 | -3.1
O=C1C2C(C(=O)N1CC1CCCO1)C1C=CC2C12CC2 (stereo not given) | 0.29
COc1ccc(NC(=O)C(C)Sc2ccccc2)cc1 (stereo not given) | -0.36
Cc1ccccc1OCC(=O)NCC(=O)OCC(=O)c1ccc2ccccc2c1 | -0.013
COC(=O)c1c(NC(=O)c2ccccc2N(C)S(=O)(=O)c2ccccc2)sc2c1CCCC2 | -0.33
CCOC(=O)Cc1c(C)nc2c(-c3ccccc3)c(C)nn2c1C | -1.4
CSc1c(-c2ccccc2)nc2ccccc2c1C(=O)O | 0.21
Cc1cc(S(=O)(=O)NC2CCCCC2)ccc1OCC(=O)NCc1cccnc1 | -0.16
COc1ccccc1NC(=O)c1oc2ccc(C)cc2c1C | -0.15
CC1=CC(c2ccccc2)n2nc(N3C(=O)CCC3=O)nc2N1 (stereo not given) | 0.27

# Reformatted: 2 of the compounds above
Compound: O=C1C2C(C(=O)N1CC1CCCO1)C1C=CC2C12CC2 (stereo not given)
- Cav32 inh: 0.29
Compound: COc1ccc(NC(=O)C(C)Sc2ccccc2)cc1 (stereo not given)
- Cav32 inh: -0.36

# Of the compounds above, 4 contain a halogen:
Molecule | Cav32 inh
CC(C)=CC(=O)Nc1ccccc1Br | -0.32
Cn1c(CCN2CCCCC2)nc2cc(NS(=O)(=O)c3ccc(F)cc3)ccc21 | 0.18
O=C(O)CC(NS(=O)(=O)c1cccc2nsnc12)c1ccc(F)cc1 (stereo not given) | 0.41
COc1ccc(CCNC(=O)CN2CCN(c3cccc(C(F)(F)F)c3)CC2)cc1 | -3.6

# (further entries)
Molecule | Cav32 inh
COCCn1c(N2CCN(c3ccc(OC)cc3)CC2)nc2c1c(=O)n(C)c(=O)n2C | 0.25
CS(=O)(=O)Nc1ccc(C(=O)NCC2CCCO2)cc1 (stereo not given) | 0.0088
CCCCC(=O)OCC(=O)c1ccc(OCC)cc1 | -0.46
Cc1nn(C)cc1C1C2=C(CC(C)(C)CC2=O)N(c2ccccc2)C2=C1C(=O)CC(C)(C)C2 | 1.7
O=C(CSc1nc(-c2ccncc2)nn1CC(=O)N1CCCCC1)NC1CCCC1 | 0.1
O=S(=O)(c1cc(Cl)ccc1Cl)N1CCCCC1 | -2
O=C(O)C1C2C=CC(C2)C1C(=O)NC1CCS(=O)(=O)C1 (stereo not given) | 1.2
COc1ccc(N2CCN(c3nc(NC(C)(C)C)nc(N4CCCCC4)n3)CC2)cc1 | -3.7
CCCCOc1ccc(-c2cc(C(=O)NNC(=S)NCC)c3ccccc3n2)cc1 | 0.15
C[C@@H](C(=O)NCCc1c[nH]c2ccccc12)[C@@H]1C[C@@]1(C)[C@@H](NC(=O)OCc1ccccc1)c1ccccc1 | -0.65
CCOc1ccccc1N(CC(=O)O)S(=O)(=O)c1ccccc1 | 1.2
Cn1c(CNC(=O)C(C)(C)C)nc2ccccc21 | 0.1
CCC(NC(=O)c1ccccc1NC(=O)c1ccc(C)cc1)C(=O)O (stereo not given) | -0.56
CCOc1nc(NCCN2CCOCC2)nc(NC(C)C)n1 | -0.03
COc1ccc(C(=O)Nc2cc3c(cc2Cl)OCCCO3)cc1 | -2.2

# Random excerpt: 6 records from the list.
Molecule | Cav32 inh
CCOc1ccccc1N(CC(=O)O)S(=O)(=O)c1ccccc1 | 1.2
CCC(NC(=O)c1ccccc1NC(=O)c1ccc(C)cc1)C(=O)O (stereo not given) | -0.56
CCCCC(=O)OCC(=O)c1ccc(OCC)cc1 | -0.46
COc1ccc(C(=O)Nc2cc3c(cc2Cl)OCCCO3)cc1 | -2.2
CS(=O)(=O)Nc1ccc(C(=O)NCC2CCCO2)cc1 (stereo not given) | 0.0088
O=C(CSc1nc(-c2ccncc2)nn1CC(=O)N1CCCCC1)NC1CCCC1 | 0.1

# The listing continues.
Molecule | Cav32 inh
CCOC(=O)N1CCC(NC(=O)C2=C(C)C(=O)OC23CCC(C)CC3)CC1 (stereo not given) | -0.17
CN(Cc1ccccc1)C(=O)Cn1nc(C(F)(F)F)c2c1CCC2 | 0.028
CCOC(=O)c1cc2sccc2n1CC(=O)c1ccc2c(c1)OCCO2 | -1.2
COc1ccccc1N1CCN(CCCOc2ccc(F)cc2)CC1 | -0.75
CC(C)(C)C(=O)C(Cc1ccccc1)n1cncn1 (stereo not given) | 1.9
CC(=O)NC1C(=O)N(C)c2ccc(Br)cc21 (stereo not given) | 1.1
Cc1ccccc1-n1c(C)cc(/C=N/NC(=O)c2ccncc2)c1C | 0.85
O=C(NCc1ccco1)c1cc(S(=O)(=O)N2CCOCC2)c(Cl)cc1Cl | 0.24
COc1ccc(OC)c(-n2nnnc2SCC(=O)NCCc2ccccc2)c1 | -0.42
Cc1cc(C)n(CC(=O)N2c3ccccc3Sc3ccccc32)n1 | -1.8
C/C(=N\NC(=O)C1CCCN(S(=O)(=O)c2ccccc2)C1)c1cccnc1 (stereo not given) | 1.8
Cc1ccc(-c2cc(C(F)(F)F)n3ncc(C(=O)N4CCCc5ccccc54)c3n2)cc1 | -0.99
O=C(Nc1ccccc1N1CCCCC1)c1ccccc1F | -0.36
Cc1cccc(-c2nnc(SCc3nc4ccccc4[nH]3)n2Cc2ccco2)c1 | -4.8*
C/C(=N\O)c1ccccc1C(=O)O | -0.47

# Continued:
Molecule | Cav32 inh
Cc1ccc(OCc2ccoc2C(=O)O)cc1C | 0.62
N#Cc1c(NC(=O)CSc2n[nH]c(Cc3ccccc3)n2)oc(-c2ccccc2)c1-c1ccccc1 | -6.4*
Cc1ccc(NC(=O)CCC(=O)c2ccc(F)cc2)cc1Cl | 0.89
O=C(CCN1CCN(c2ccccc2F)CC1)Nc1ccccc1F | 0.0061
COCCOC(=O)/C=C1/NC(=O)CS1 | -2.5
Cc1ccc(CSCCNS(C)(=O)=O)cc1 | 1.2
CCCOc1ccccc1C1NC(=O)NC(C)=C1C(=O)OCCOCC (stereo not given) | 1.5
COc1cc2c(cc1NC(=O)Nc1ccc(C)cc1)oc1ccccc12 | -0.068
O=C(O)c1ccc(-n2nnnc2Oc2ccccc2C(=O)N2CCOCC2)cc1 | -0.81
CC(c1ccco1)N(C(=O)c1cccs1)c1ccccn1 (stereo not given) | 0.32
COc1ccnc(Oc2ccc(F)cc2)c1C(=O)N/C=N/OCc1ccc(F)cc1Cl | -2.1
COc1ccc(/C=C/C(=O)c2sc(-c3ccc(Cl)cc3)nc2C)cc1 | -1.2
O=C(/C=C/c1ccc(OC2CSC2)cc1)c1ccccc1 | -0.41
CCCCCN(CCCCC)C(=O)C(CCC(=O)O)NC(=O)c1ccc(Cl)c(Cl)c1 (stereo not given) | -8.5*
O=C1OC(N2CCN(C(=O)C3CCCO3)CC2)c2ccccc21 (stereo not given) | 0.43

# The list goes on:
compound | Cav32 inh
C/C(=N\Nc1nc2c(s1)CCCC2)c1ccccc1 | -0.2
CCSc1nnc(NC(=O)c2ccc(C)cc2)s1 | -2.2
O=C(Nc1ccccc1Cl)c1cc(S(=O)(=O)N2CCCC(C(=O)O)C2)ccc1F (stereo not given) | 1.1
COc1ccc(C(=O)Nc2ccc(F)cc2F)cc1OC | 1.3
CCN(CC)CCNC1=NCCn2c1cc1cc(OC)ccc12 | 0.75
O=C(NCC1COc2ccccc2O1)c1c[nH]c2ccc(S(=O)(=O)N3CCOCC3)cc2c1=O (stereo not given) | 0.4
COc1ccc2c(c1)CCC(C)N2S(=O)(=O)c1ccc(C2CNC(=O)C2)cc1 (stereo not given) | -0.96
N/C(COc1ccc(Cl)cc1)=N\NS(=O)(=O)c1ccccc1 | 0.051
COCCOc1nc2c(c(=O)n(C)c(=O)n2C)n1CCc1ccccc1 | 0.011
CCOc1ccc(NC(=O)CCNS(=O)(=O)c2cccs2)cc1 | 0.6
Cc1ccc(-c2ccc(/C=N/N3C(=O)C4C5C=CC(C6CC56)C4C3=O)o2)c([N+](=O)[O-])c1 (stereo not given) | -5.1*
COC(=O)CCC(=O)OC1(C)C(=O)C2=CN(c3ccc(OC)cc3)C(c3ccc(OC)cc3)=CC2=C(Br)C1=O (stereo not given) | 0.5
Nc1nc(NCc2ccccc2)nc(Nc2ccc(F)cc2)c1[N+](=O)[O-] | 0.46
CCOC(=O)CSc1cc(C(F)(F)F)nc(-c2ccccn2)n1 | -8.9e-05
O=C(O)CCCC(=O)N1CCN(c2cccc(Cl)c2)CC1 | 0.87
Cc1ccc(C(=O)OC2CCN(c3ccc([N+](=O)[O-])cc3)CC2)cc1 | -1.3
COC(=O)c1cnn2c(C)c(Cc3cccc(F)c3)c(C)nc12 | 0.02
Cc1c(Cl)cccc1NC(=O)CC1SCCNC1=O (stereo not given) | 1.5
Cc1ccc(NC(=O)N2CCCC2C(=O)NCCc2ccccc2)cc1 (stereo not given) | 0.11
O=C(Nc1ccc(N2CCOCC2)cc1)c1cccc(S(=O)(=O)N2CCCCC2)c1 | 0.45
CCCC(=O)Nc1cccc(NC(=O)c2ccc(C)c([N+](=O)[O-])c2)c1 | -2
CCCC(=N)C1=C(O)CC(CC(C)SCC)CC1=O (stereo not given) | 1.5
CCOC(=O)Cn1c2ccc(OC)cc2c2nc3ccccc3nc21 | 0.36
COc1cc2cc(C(c3nnnn3Cc3ccc(F)cc3)N3CCCCCC3)c(=O)[nH]c2cc1OC (stereo not given) | 0.64
CCCCC1(C)OC(=O)C(=Cc2ccc(N(C)C)cc2)C(=O)O1 (stereo not given) | 0.26
CCCn1nc(-c2nnc(-c3ccc(C)c(C)c3)o2)c2ccccc2c1=O | 0.43
CN(C)C(=O)N1CCN(C(=O)c2ccccc2Sc2ccccc2C#N)CC1 | 0.57
CCOc1cc(/C=N/NC(N)=O)cc(Br)c1OCC(=O)Nc1ccccc1C | -1.4
COC(=O)CCCCC(=O)C1C(=O)CC(C)(C)C(C(=O)OC)C1=O (stereo not given) | -0.21
COc1ccc(Cl)cc1C(=O)Nc1ccccc1N1CCN(C(=O)C(C)C)CC1 | -4.2*

# Additional structures follow.
compound | Cav32 inh
c1ccc(-c2n[nH]c(-c3ccccn3)n2)cc1 | -4.8
COC/C=C/C1=CC2=CC(=O)C(C)(OC(=O)c3cnc4ccccc4n3)C(=O)C2=CN1CC(C)C (stereo not given) | 2.1
COc1ccc(CNC(=O)OCCN2CCN(S(=O)(=O)c3ccc(C)cc3)CCC2=O)cc1 | 0.22
CC(C)(C)c1ccc(C(=O)Nc2ccc(NC(=O)c3ccco3)cc2)cc1 | 1.2
CC(=O)Oc1ccc2ccc(=O)oc2c1 | -2.6
COc1ccc(C(=O)Oc2ccc(=O)n(-c3ccccc3)n2)cc1 | -0.061
Cc1nn(-c2ccccc2)c(Cl)c1C(=O)NCCCCNC(=O)c1c(C)nn(-c2ccccc2)c1Cl | 0.28
COCCNC(=O)c1onc(CSc2ccc(C)c(C)c2)c1C(=O)O | 0.012
COCCn1c(N)c(C(=O)NCC2CCCO2)c2nc3ccccc3nc21 (stereo not given) | -2.6
N#CC(C#N)=c1ccc2c(c1)N1C3=C(CCCC3)CC3CCCCC31N=2 (stereo not given) | 0.26
Cc1ccc(-c2nnn(CC(=O)N(CCO)C(C(=O)NC(C)(C)C)c3ccncc3)n2)cc1 (stereo not given) | 0.94
Cc1ccc(CNC(=O)C2CCN(S(=O)(=O)c3c(C)noc3C)CC2)cc1 | 0.4
O=C(N/N=C/c1cc([N+](=O)[O-])ccc1N1CCNCC1)c1ccc([N+](=O)[O-])cc1 | -1.2
S=C(c1cn(CCOc2ccccc2)c2ccccc12)N1CCCC1 | -0.16
N#CCSc1nnc2ccc3ccccc3n12 | 0.35
COC(=O)c1ccc(C2NC(=S)N(c3ccccc3)C(C)=C2C(=O)Nc2ccccc2OC)cc1 (stereo not given) | -2.3
COc1ccc(-c2cc3nc(C4CCN(C(=O)OC(C)(C)C)CC4)c(C(=O)O)cn3n2)cc1 | -0.79
O=C(C(NS(=O)(=O)c1cccc2nsnc12)c1ccccc1)N1CCN(c2ccccc2)CC1 (stereo not given) | -0.73
COc1ccc(S(=O)(=O)N(CC(=O)NCCCN(C)C)c2ccc(C)cc2)cc1OC | -0.42
Cc1cc(NC(=O)CSc2cn(C)c3ccccc23)no1 | -1.7
CC(C)c1ccc2c(c1)C(=O)NC(C)(C)C2 | 0.13
c1ccc(CNc2ncnc3c2cnn3-c2ccccc2)cc1 | -0.44
Nc1nc(CSc2nc3ccccc3s2)nc(N2CCCCC2)n1 | -0.23
C=C(C)COc1ccc2c(C)c(C)c(=O)oc2c1OCC(=C)C | -0.85

# Screens as filed in PubChem BioAssay.

# These rows are one share of the data (hit frequency here may not be typical).
